Screens (PubChem)
DAGLB inhibitor: blocks human DAGLB lipase activity. Q8NCG7. HEK293T DAGLB membrane lysate, EnzChek fluorogenic substrate. inhibition, % at 5.17 µM. hit rate 0.059% among 340,000; in the data active means inhibition above about 34%;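 further: 0% = enzyme with vehicle and 100% = wells lacking enzyme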
Target sequence (Q8NCG7 whole entry, looked up): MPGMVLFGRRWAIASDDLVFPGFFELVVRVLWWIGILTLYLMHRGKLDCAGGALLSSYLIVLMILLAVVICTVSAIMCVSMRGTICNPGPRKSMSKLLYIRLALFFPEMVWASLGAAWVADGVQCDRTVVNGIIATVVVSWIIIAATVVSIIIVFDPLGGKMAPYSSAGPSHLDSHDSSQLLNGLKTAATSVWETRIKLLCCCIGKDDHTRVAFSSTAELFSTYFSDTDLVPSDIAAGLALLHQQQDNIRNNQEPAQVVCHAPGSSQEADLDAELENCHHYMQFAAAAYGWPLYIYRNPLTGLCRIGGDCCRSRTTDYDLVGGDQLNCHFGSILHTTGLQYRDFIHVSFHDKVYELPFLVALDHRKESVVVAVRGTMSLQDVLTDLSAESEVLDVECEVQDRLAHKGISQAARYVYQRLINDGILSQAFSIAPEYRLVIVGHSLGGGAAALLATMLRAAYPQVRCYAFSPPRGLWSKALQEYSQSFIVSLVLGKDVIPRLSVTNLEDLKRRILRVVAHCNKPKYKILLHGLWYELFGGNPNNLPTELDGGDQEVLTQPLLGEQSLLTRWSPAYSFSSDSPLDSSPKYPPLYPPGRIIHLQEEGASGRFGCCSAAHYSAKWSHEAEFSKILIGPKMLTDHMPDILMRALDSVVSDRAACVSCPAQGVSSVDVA
CAL PDZ FP-1: blocks peptide binding to the human CAL PDZ domain; inhibition, % at 24.9 µM; AID 602252; hit rate 0.92% among 300,000; purified CAL PDZ, TMR-peptide fluorescence polarization, 1 h; Q9HD26;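 active means mean inhibition of at least 30% with at least half of replicates also reaching 30%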;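 further: 0% = DMSO neutral control and 100% = excess unlabeled competitor peptide PRC23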
Rtt109 Vps75: C. albicans Rtt109 histone acetyltransferase inhibition. Q5AAJ8. inhibition, % at 34.9 µM. purified Rtt109/Vps75, ThioGlo CoA-SH fluorescence, 4 h. AID 540336. hit rate 0.16% among 330,000;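 active means inhibition of at least 50% in every replicate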
CAL PDZ FP-2: human CAL PDZ-peptide interaction inhibition | Q9HD26 | purified CAL PDZ, TMR-peptide fluorescence polarization, 1 h | inhibition, % at 20 µM | hit rate 0.02% among 330,000 | AID 504414;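 active means highest replicate inhibition of at least 40%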;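 further: plate controls were DMSO neutral control wells for no effect and unlabeled competitor peptide control wells for full effect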
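material = purified tagged CAL PDZ domain construct (CerCALP) | buffer or medium = sodium phosphate/NaCl buffer pH 7.4 with TCEP, IgG, Thesit | reagent = TMR-labelled reporter peptide T*-PRC34 bound in PDZ groove | incubation = 1 h room-temperature incubation prior to read | measured by = fluorescence polarization (mP) | evaluation = percent inhibition from loss of millipolarization | control set = unlabelled peptide and DMSO controls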
SR-BI DiI-HDL act: activators of SR-BI mediated HDL lipid uptake | CHO ldlA[mSR-BI] cells, DiI-HDL uptake fluorescence, 3 h; 100 = double the neutral-control signal | activation, % at 12.5 µM | hit rate 0.096% among 320,000;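 active means mean replicate activation of at least 60% and every replicate at or above 60%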;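 further: 0% = median plate neutral-control signal and 100% = twice that signal; values of inactives mirror those of a sister screen read the other way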
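Test system: SR-BI-overexpressing, LDLR-lacking CHO cells. Measured by: DiI fluorescence, bottom read. Medium: Ham's F12 with 0.5% BSA, HEPES 25 mM, pH 7.4. Timing: 3 h uptake period with compound, 37 °C.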
cardiac RTF act: cardiac RTF calcium sensitization. P19429+P45379. hit rate 0.24% among 340,000. IANBD-labeled TnC RTF fluorescence at EC20 calcium; 0% EC20 calcium, 100% full calcium. AID 493008. activation, % at 7.2 µM;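 active means activation above the mean over all tested compounds plus 3 SD, cut at about 30% in these data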;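 further: rise in fluorescence read as greater calcium sensitivity of cardiac thin filaments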
RTF Ca sens inh: cardiac RTF calcium desensitization | AID 493244 | P19429+P45379 | hit rate 0.12% among 340,000 | inhibition, % at 7.15 µM | IANBD-labeled cardiac RTF, Ca2+ fluorescence;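 active means inhibition above the mean inhibition of all tested compounds plus 3 SD, cut at about 17% in these data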;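 further: assay run at fixed EC70 calcium of 1.6 mM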
C-LANA FP: KSHV C-LANA DNA binding inhibition; inhibition, % at 9 µM; MBP-C-LANA/FAM-LBS DNA binding, fluorescence polarization; AID 504423; hit rate 0.078% among 340,000;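 active means highest replicate inhibition at or above 60% at 9 µM, even if other replicates fall short; inactive means all replicates below 60% inhibition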;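 further: 0% = neutral control wells and 100% = 4 µM acridine orange control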
PKA-R2B act: activators of human PKA-R2B complex. hit rate 0.079% among 340,000. P22694+P31323. AID 504700. PKA-R2B holoenzyme dissociation, Cy5-IP20 fluorescence polarization; R2B truncated from residue 108, S112A mutant; 0% DMSO only, 100% 113 µM cGMP. activation, % at 11.4 µM;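 active means activation above a cutoff set at the mean over all compounds plus 3 SD, cut at about 18% in these data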;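 further: higher means more holoenzyme dissociation and a rise in polarization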
Target sequence (P31323 whole entry, looked up, other chains not shown, the tested form may be a part): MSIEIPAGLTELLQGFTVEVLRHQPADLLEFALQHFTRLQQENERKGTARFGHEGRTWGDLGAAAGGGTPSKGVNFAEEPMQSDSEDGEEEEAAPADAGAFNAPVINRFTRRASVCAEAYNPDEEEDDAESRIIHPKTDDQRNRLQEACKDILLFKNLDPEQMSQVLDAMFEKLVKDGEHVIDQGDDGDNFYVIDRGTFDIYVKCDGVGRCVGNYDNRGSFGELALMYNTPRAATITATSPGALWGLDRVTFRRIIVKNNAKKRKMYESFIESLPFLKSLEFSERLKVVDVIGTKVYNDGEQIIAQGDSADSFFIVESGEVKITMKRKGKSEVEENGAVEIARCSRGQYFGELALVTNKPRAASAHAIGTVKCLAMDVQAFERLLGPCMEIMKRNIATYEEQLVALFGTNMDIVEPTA
Keap1 Nrf2 FP: disrupts human Keap1 binding to Nrf2 peptide; Q14145; Keap1 Kelch-Nrf2 peptide fluorescence polarization, 1536-well; inhibition, % at 9.4 µM; hit rate 0.15% among 340,000; AID 504523; in the data active means inhibition above about 12%;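 further: human Keap1 Kelch domain with fluorescein labeled Nrf2 9mer peptide probe; 0% = neutral control wells and 100% = peptide positive control; higher means more block of Keap1 binding to Nrf2 peptide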
* marks the source's active call; other numbers are inactive results; x = no result given.

SMILES	DAGLB inhibitor	CAL PDZ FP-1	Rtt109 Vps75	CAL PDZ FP-2	SR-BI DiI-HDL act	cardiac RTF act	RTF Ca sens inh	C-LANA FP	PKA-R2B act	Keap1 Nrf2 FP
Cc1ccc(S(=O)(=O)NC2=NCN(Cc3cccnc3)CN2)cc1	0.1	0.6	3.0	-0.4	14.4	5.6	-1.9	0.3	-12.9	0.9
COc1ccccc1C(=O)NNC(=O)c1ccccc1	-1.8	x	0.9	-2.2	1.2	0.7	-0.8	1.2	-4.4	3.8
Cc1cn(C2OC(CC(=O)Oc3ccccc3)C(O)C2O)c(=O)[nH]c1=O (centres undefined)	1.0	-1.0	-3.8	-1.0	-8.4	-0.1	-0.4	-1.8	-2.9	0.1
Cc1ccc(S(=O)(=O)N(CC(=O)N/N=C/c2ccc(F)cc2)c2cccc3cccnc23)cc1	0.1	-1.7	-6.5	1.2	-12.3	0.3	-0.3	-2.1	-7.8	-3.2
Cc1ccc2cccc(S(=O)(=O)Nc3ccc4c(c3)OCO4)c2n1	-1.7	x	-7.3	-2.7	-14.7	-2.9	-5.0	1.1	1.6	3.2
COc1ccccc1CN(Cc1cc2cc(C)ccc2[nH]c1=O)Cc1nnnn1Cc1ccco1	2.0	-0.2	29.3	-1.9	21.4	4.7	0.0	-1.7	-12.1	-3.9
COC(=O)c1ccc(C2CC(=O)Nc3cc(OC)c(OC)cc32)cc1 (centres undefined)	0.6	0.1	-0.8	-1.9	-11.3	4.4	-2.4	-1.0	-4.1	-3.4
Cc1nc2ccccn2c1C(=O)NCC(C)C	-1.1	4.2	1.7	-0.9	9.2	1.4	-5.1	-0.1	-7.0	-0.5
CCOC(CNC(=O)c1nnc(Cc2cc(OC)c(OC)c(OC)c2)o1)OCC	2.5	-1.1	-4.6	-1.0	x	1.6	0.9	-1.3	-1.5	1.3
CC(C)(CN1CCN(Cc2ccccc2)CC1)NS(=O)(=O)c1ccc(Cl)cc1	-0.1	-5.2	8.5	0.0	-16.5	7.9	-8.2	-0.3	3.4	-3.1
N#C/C(=C\c1ccc(Cl)cc1)c1nc2ncccc2[nH]1	-0.2	-9.6	14.9	-7.1	-5.1	-3.4	-1.7	0.1	-0.8	-3.4
O=C(/C=C/c1cn(-c2ccccc2)nc1-c1cccs1)NCCN1CCOCC1	-1.1	-0.7	9.7	-5.9	-14.6	-1.1	3.5	-1.3	12.3	3.4
Cc1ccc(S(=O)(=O)N2CCCN(C)c3nc4ccccc4nc32)cc1	-2.9	-0.9	1.0	-1.4	-11.5	7.6	-31.2	4.3	2.7	-1.9
Cc1nnc(SCC(=O)Nc2ccc(Cl)cn2)s1	-1.9	-4.7	-3.1	-0.8	11.4	3.4	-15.6	0.0	1.9	2.6
COc1cc(OC)c(CN2CCCCCCC2)cc1Br	-2.2	-0.3	-0.7	-2.9	3.1	6.9	-2.8	-0.5	-1.1	2.5
CCOc1ccc(C(=O)NCC(=O)NC(C)c2ccc(-n3ccnc3)cc2)cc1OCC (centres undefined)	2.1	-5.3	4.4	-1.4	-36.6	-6.4	-1.6	-0.6	-11.1	-1.3
O=C1CN(c2ccccc2)C(=O)N1	-0.4	-1.5	-6.3	0.1	14.3	7.7	-16.4	-0.9	-6.3	-3.6
CCCCS(=O)(=O)N1CCCC(C(=O)Nc2ccc(Cl)cn2)C1 (centres undefined)	-2.1	x	0.1	0.5	-2.8	1.5	0.3	0.1	-6.3	-1.5
O=C(CN(CC1CCCO1)C(=O)Cn1nnc(-c2ccc(F)cc2)n1)NC1CCCCC1 (centres undefined)	-3.8	-2.2	-0.7	-1.7	-25.1	2.5	-0.9	1.8	-5.0	-1.3
COc1ccccc1NC(=O)N1CCN(S(C)(=O)=O)CC1	0.4	7.0	-1.3	-0.1	12.6	-1.6	-0.9	-0.9	-3.8	-2.1
Cc1ccc(N2N=C(c3ccc(F)cc3)CC2c2ccco2)cc1 (centres undefined)	-7.8	6.8	-14.9	-4.1	-79.0	3.1	-17.0	-0.5	-1.9	0.4
CCn1c(COc2ccccc2)nnc1SCC(=O)Nc1ccc(N2CCOCC2)cc1	0.3	x	-0.8	-0.2	-23.1	1.8	-16.9	-2.7	-4.1	1.2
FC(F)(F)Oc1ccc(NC(=S)NCc2ccccc2)cc1	-4.8	2.0	x	-2.1	-12.8	-2.9	-9.1	1.4	-2.3	5.3
O=C(COC(=O)/C=C/c1ccc2c(c1)OCO2)Nc1ccccc1	-0.6	-2.8	-2.0	0.0	6.3	0.0	-8.3	-0.6	-0.2	-3.8
Fc1cnc(N/N=C/c2ccc(-c3ccc(Br)cc3)o2)nc1N1CCOCC1	-3.5	x	-7.2	-0.7	5.6	-5.5	-8.1	1.5	6.9	-4.1
The list goes on.
SMILES	DAGLB inhibitor	CAL PDZ FP-1	Rtt109 Vps75	CAL PDZ FP-2	SR-BI DiI-HDL act	cardiac RTF act	RTF Ca sens inh	C-LANA FP	PKA-R2B act	Keap1 Nrf2 FP
C[C@H](NC(=O)c1ccco1)C(=O)Nc1cccc([N+](=O)[O-])c1	0.8	0.4	-3.6	-0.3	0.7	3.6	0.1	0.4	-4.9	-3.1
CC(C)(C)OC(=O)N1CCC(C(=O)Nc2cccc(C(=O)NCCCCc3ccccc3)c2)CC1	-1.8	-6.2	2.7	0.2	-43.7	-0.2	4.3	-1.6	-19.5	-2.7
CC(C)(C)S(=O)(=O)c1cnc(-c2ccc(Cl)cc2)nc1N	2.0	-4.6	-15.0	-0.3	-4.3	-6.0	1.6	0.0	0.3	0.7
C=C(C)Cn1c(SCC#N)nc2ccccc2c1=O	-4.0	2.8	2.9	-0.9	4.4	0.8	-0.8	0.4	-6.5	-3.4
O=C1C2C3C=CC(C2C(=O)N1C1CCCCC1)C1C(=O)N(C2CCCCC2)C(=O)C31 (centres undefined)	0.0	-0.8	-1.3	-0.1	35.1	-3.5	-2.9	0.6	12.5	-1.5
COC(=O)CSc1nnc(CNC(=O)c2cc(OC)c(OC)c(OC)c2)n1C	-0.9	12.2	-6.8	x	20.1	-4.8	10.0	-0.7	-24.6	-4.7
COc1ccc(OCC(=O)Nc2cccc(OC)c2)cc1	-13.9	x	0.2	-1.0	3.0	-1.2	-9.4	0.0	3.2	2.3
CCSc1nnc(Cc2cc(=O)[nH]c(=O)[nH]2)n1-c1ccc(Cl)cc1	1.9	-2.0	-1.3	-0.3	-6.5	3.4	-3.0	3.7	1.7	-1.7
O=C(Nc1ccccc1)c1ccccc1OCc1ccc(F)cc1	-9.8	1.3	5.0	-1.5	-74.1	0.3	0.2	-0.7	2.6	-0.6
O=C(COc1ccc(Br)cc1)NCCO	-1.5	3.7	-7.1	-0.6	33.2	1.8	6.1	4.2	-0.6	2.1
COc1ccc(OC)c(S(=O)(=O)CC(O)COc2ccccc2Cl)c1 (centres undefined)	2.6	-3.1	9.3	-4.0	-2.8	1.3	-8.4	1.7	2.0	1.8
COc1cc(NC(=O)c2ccco2)c(OC)cc1NC(=O)CCC(=O)Nc1cc(C)cc(C)c1	-1.3	1.7	1.7	-0.5	-41.7	1.4	0.7	-0.5	-12.6	-0.3
Cc1ccc(CSc2nnc(NC(=O)Cn3cnc4ccccc4c3=O)s2)cc1	3.5	-4.6	x	0.1	11.5	7.8	-9.1	-0.1	1.6	1.3
CC(=O)c1sc2nc(-c3ccc(C)cc3)c3c(c2c1N)CCCC3	-1.4	0.8	-8.0	-3.1	-61.2	-22.9	-7.0	-2.9	-14.3	-0.2
CCOC(=O)c1cc(-c2ccccc2)sc1NC(=O)C(C)Sc1nnc(C)s1 (centres undefined)	-10.1	-5.8	-1.6	-3.3	-39.8	0.1	6.7	2.1	-3.9	0.2
CCOC(=O)c1ccc(NS(=O)(=O)c2ccc3c(c2)n(C)c(=O)n3C)cc1	-1.9	1.0	2.0	-1.5	3.9	-5.8	0.3	-2.5	-0.8	1.0
Clc1nc(NCCc2ccccc2)c2cn[nH]c2n1	0.2	9.9	-0.6	-0.7	11.0	8.5	9.3	13.0	-6.0	-3.0
CCOC(=O)c1cnc2ccc(C)cc2c1NCCO	0.0	-4.2	-5.4	-1.4	-3.9	3.2	0.1	0.7	4.9	6.7
C=CCNC(=S)NNC(=O)C(CC(C)C)CC(C)O (centres undefined)	-0.3	5.0	x	-0.1	9.8	3.3	-4.2	-0.8	-0.3	-0.8
COc1ccc(NS(=O)(=O)c2csc(C(=O)N3CCCC3)c2)c(OC)c1	0.2	13.1	-13.3	-2.3	36.7	4.9	7.6	1.3	-14.2	4.2
CC(C)CCOc1ccc(C(CC(N)=O)C(=O)O)cc1 (centres undefined)	-1.3	-4.9	-1.4	-0.6	x	0.4	9.7	0.9	-3.1	1.6
COC(=O)c1cc(NC(=S)NC(=O)c2ccccc2)ccc1N1CCOCC1	-1.2	-2.3	0.6	-1.5	-26.5	-2.9	-2.2	-1.7	-1.1	2.5
CCCCCCCCCn1ccc(=N)cc1	2.8	-1.4	3.0	0.3	11.8	1.3	-5.6	-1.4	7.5	4.2
O=C(COc1ccc(/C=N/NC(=O)c2ccccc2Br)cc1)Nc1ccccc1	2.0	x	4.3	-1.2	-25.4	-4.3	-1.9	1.9	3.8	-8.4
CCn1c(=O)c2sccc2n2c(CCCC(=O)NC3CCN(Cc4ccccc4)CC3)nnc12	-4.0	3.1	4.4	-0.3	19.6	-0.7	3.0	0.5	-2.6	-4.3
COC(=O)CN1C(=S)N(c2ccc(Cl)cc2)C(=O)C1CC(=O)Nc1ccc(F)cc1 (centres undefined)	-1.2	-6.7	-0.5	-0.1	-28.3	-8.1	2.5	0.2	-3.9	-1.7
C[C@H](CO)N1C[C@H](C)[C@@H](CN(C)C(=O)Nc2ccc(C(F)(F)F)cc2)Oc2ccc(NC(=O)c3ccncc3)cc2C1=O	-0.6	-0.1	5.9	-0.9	-22.2	2.7	8.8	-0.5	0.1	-5.8
COc1ccc2c(c1)cc(C(O)c1ccccn1)n2S(=O)(=O)c1ccccc1 (centres undefined)	2.6	-3.6	-6.2	-2.6	19.8	-4.6	-7.2	1.8	-5.2	2.8
O=C(CCCNC(=O)/C(=C/c1ccc(F)cc1)NC(=O)c1ccccc1)OCc1ccccc1	0.6	3.0	-8.8	-1.7	-3.9	-1.4	-10.4	0.1	-7.2	-3.7

In a second layout: entries from further up.
| Compound | DAGLB inhibitor | CAL PDZ FP-1 | Rtt109 Vps75 | CAL PDZ FP-2 | SR-BI DiI-HDL act | cardiac RTF act | RTF Ca sens inh | C-LANA FP | PKA-R2B act | Keap1 Nrf2 FP |
| --- | --- | --- | --- | --- | --- | --- | --- | --- | --- | --- |
| CC(C)CCOc1ccc(C(CC(N)=O)C(=O)O)cc1 (centres undefined) | -1.3 | -4.9 | -1.4 | -0.6 | x | 0.4 | 9.7 | 0.9 | -3.1 | 1.6 |
| COC(=O)c1cc(NC(=S)NC(=O)c2ccccc2)ccc1N1CCOCC1 | -1.2 | -2.3 | 0.6 | -1.5 | -26.5 | -2.9 | -2.2 | -1.7 | -1.1 | 2.5 |
